Bioassay records: PubChem BioAssay, National Center for Advancing Translational Sciences (NCATS)
MBNL1 CUG block: MBNL1-poly(CUG) RNA binding inhibition | Q9NR56 | TR-FRET MBNL1-His/biotin-(CUG)12 binding, 665/545 ratio | Potency, µM (series often up to 57.5 µM), inactives show at the top dose activity change, negative = inhibition, hits mostly inhibitors | 280,000 compounds, 0.036% hits | AID 2675; active = well fitted inhibition curve with a large enough effect in the signal ratio, with a control signal flat, not every such curve was filed as active; inconclusive = small, poorly fitted or top-dose-only effect, or effect the other way, or a change in a side signal; inactive = no such curve, though single readings can be large or run the other way; the % refers to the signal ratio; also: % is scaled to controls: 0 for no effect and ±100 for the full control effect
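MBNL1-His + Biotin-(CUG)12, cpd titration 92 nM–58 uM; Tb anti-His Ab 0.055 ng/ul, SA-XL665 5 nM (final); 60 min RT; ratiometric 665/545 nm, Ex 340 nm; normalized to buffer and full-complex controls.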
BRCA1 expr up: activators of BRCA1 expression; MCF7-BRCA1-FFLuc reporter, luminescence, 48 h; response scale: scaled: vehicle 0%, 10 µM genistein 100%; Potency, µM (top dose mostly 46.1 µM), without a hit: top-dose activation, usual class: activators; 380,000 compounds, 1.1% hits; also: nearly all actives have a fitted effect of over 80% in size; some results filed as inactive show a strong effect at the top dose
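MCF7 cells carrying a BRCA1-firefly luciferase reporter (2000 cells/well, phenol-red free MEM) were attached for 2 h at 37 °C, then given compounds for 48 h. Luminescence was read 15 min after luciferase reagent; activity normalized to genistein (10 microM) and DMSO.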
VP16 counter: inhibits Gal4-VP16 luciferase reporter, ROR gamma counter-screen; Drosophila S2 Gal4-VP16 UAS-luciferase, luminescence, 20 h; Potency, µM (series often up to 53.6 µM), inactives show top-dose activity, negative = inhibition, hits mostly inhibitors; 310,000 compounds, 3.5% hits; AID 2546;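 also: Gal4-VP16 expression switched on by copper sulfate through the metallothionein promoter; % is scaled to controls: 0 for no effect and ±100 for the full control effect; nearly all actives have a fitted effect of over 50% in size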
Rab9 promoter act: activators of Rab9 promoter; Huh7 Rab9 promoter-luciferase reporter, luminescence, 24 h; Potency, µM (highest dose often 9.22 µM), without a hit: top-dose activation, negative = inhibition, hits mostly activators; 320,000 compounds, 2.8% hits; AID 485297; also: % of control where 0% means no effect; nearly all actives have a fitted effect of over 60% in size
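Promoter activation is measured as luciferase luminescence in Huh7 cells stably transfected with a Rab9 promoter–luciferase construct, following 24 h compound exposure at 37 °C and 10 min reagent incubation at ambient temperature.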
uPA surface inh: cell surface uPA generation inhibition; cell surface uPA generation assay, qHTS; Potency, µM (top dose mostly 38.3 µM), inactives show at the highest dose activity change, negative = inhibition, usual class: inhibitors; 330,000 compounds, 0.31% hits; AID 540303; active = well fitted inhibition curve with a large enough effect; inconclusive = small, poorly fitted or top-dose-only effect; inactive = no such curve, though single readings can be large or run the other way; tested in mouse RAW 264.7 cells; also: % is scaled to controls: 0 for no effect and ±100 for the full control effect; nearly all actives have a fitted effect of over 55% in size
NPC1 prom act: activates the NPC1 promoter | 320,000 compounds, 2.4% hits | Huh7 NPC1 promoter luciferase reporter, 24 h | Potency, µM (series often up to 9.22 µM), without a hit: at the highest dose activation, usual class: activators;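 also: % of control where 0% means no effect; nearly all actives have a fitted effect of over 60% in size; reporter is driven by a mutant NPC1 promoter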
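Huh7 cells stably carrying NPC1 promoter–luciferase, plated in Opti-MEM with 10% FBS for 2 h, were exposed to compound in DMSO for 24 h at 37 °C; luciferase reagent was added for 10 min and luminescence read.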
CXXC DNA block: inhibitors of human MLL CXXC domain-DNA interaction | AID 2662 | Potency, µM (titrated, usually from 115 µM), for inactives: at the top dose activity change, negative = inhibition, hits mostly inhibitors | 290,000 compounds, 0.037% hits | MLL-CXXC / FITC-HOXA9 DNA fluorescence polarization; active = well fitted inhibition curve with a large enough effect in the polarisation, with a control signal flat, not every such curve was filed as active; inconclusive = small, poorly fitted or top-dose-only effect, or effect the other way, or a change in a side signal; inactive = no such curve, though single readings can be large or run the other way; the % refers to the polarisation
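Fluorescence polarization: 7 uM MLL-CXXC (stock) preincubated 5 min with compounds, then 50 nM fluorescein-HOX-A9 DNA (stock) added; 30 min ambient. Buffer 50 mM Tris-HCl pH 7.5, 50 mM NaCl, 1 mM DTT, 0.05% BSA.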
ELG1 genotoxic: genotoxicity induction in ELG1-luciferase HEK293T cells; HEK293T ELG1-luciferase reporter, luminescence, 16 h; 330,000 compounds, 1.3% hits; Potency, µM (top dose mostly 46 µM), for the others: at the highest dose activity change, positive = activation, most hits filed as activators; also: % of control where 0% means no effect; nearly all actives have a fitted effect of over 60% in size
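Reporter readout depends on ELG1 protein level, which increases with genetic stress. After 16 hr compound exposure at 37 °C, luciferase activity was quantified using ONE-Glo.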
FLuc modulator: firefly luciferase modulation, counter-screen for miR-21 project; P08659; purified FLuc, Km substrates, luminescence inhibition; Potency, µM (doses to about 57.5 µM), for the others: at the highest dose activity change, negative = inhibition, most hits filed as inhibitors; 360,000 compounds, 6.9% hits;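 also: plate controls were vehicle for no effect and reference inhibitor for full effect; nearly all actives have a fitted effect of over 55% in size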
Target sequence (P08659 whole entry, looked up): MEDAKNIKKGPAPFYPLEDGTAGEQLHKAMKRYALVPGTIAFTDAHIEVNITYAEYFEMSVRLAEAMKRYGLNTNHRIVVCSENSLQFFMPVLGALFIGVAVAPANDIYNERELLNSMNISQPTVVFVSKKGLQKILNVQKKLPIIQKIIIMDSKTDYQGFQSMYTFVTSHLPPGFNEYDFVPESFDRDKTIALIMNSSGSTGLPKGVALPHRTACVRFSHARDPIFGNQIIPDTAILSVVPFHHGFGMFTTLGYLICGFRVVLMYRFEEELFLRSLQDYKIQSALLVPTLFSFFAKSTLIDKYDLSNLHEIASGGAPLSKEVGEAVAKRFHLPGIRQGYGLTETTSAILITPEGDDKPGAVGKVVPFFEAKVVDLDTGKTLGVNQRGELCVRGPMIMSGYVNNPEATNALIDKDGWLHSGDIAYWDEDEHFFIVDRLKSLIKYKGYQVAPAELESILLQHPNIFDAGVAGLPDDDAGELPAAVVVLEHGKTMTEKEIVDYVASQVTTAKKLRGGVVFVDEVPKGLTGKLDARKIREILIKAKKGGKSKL
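Purified P. pyralis luciferase, 10 nM final, with Km-level 10 uM D-luciferin and 10 uM ATP in 50 mM Tris acetate pH 7.5, 10 mM Mg acetate, 0.01% Tween-20, 0.05% BSA; 6-point qHTS titration about 60 µM downward; luminescence read.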
RORgamma inh: blocks mouse ROR gamma transcriptional activity. P51450. Drosophila S2 Gal4-RORgamma UAS-luciferase reporter, 20 h. Potency, µM (series often up to 53.6 µM), inactives show at the top dose activity change, negative = inhibition, hits mostly inhibitors. 310,000 compounds, 5.4% hits; also: % is scaled to controls: 0 for no effect and ±100 for the full control effect; nearly all actives have a fitted effect of over 60% in size
Target sequence (P51450 whole entry, looked up, the tested form may be a part): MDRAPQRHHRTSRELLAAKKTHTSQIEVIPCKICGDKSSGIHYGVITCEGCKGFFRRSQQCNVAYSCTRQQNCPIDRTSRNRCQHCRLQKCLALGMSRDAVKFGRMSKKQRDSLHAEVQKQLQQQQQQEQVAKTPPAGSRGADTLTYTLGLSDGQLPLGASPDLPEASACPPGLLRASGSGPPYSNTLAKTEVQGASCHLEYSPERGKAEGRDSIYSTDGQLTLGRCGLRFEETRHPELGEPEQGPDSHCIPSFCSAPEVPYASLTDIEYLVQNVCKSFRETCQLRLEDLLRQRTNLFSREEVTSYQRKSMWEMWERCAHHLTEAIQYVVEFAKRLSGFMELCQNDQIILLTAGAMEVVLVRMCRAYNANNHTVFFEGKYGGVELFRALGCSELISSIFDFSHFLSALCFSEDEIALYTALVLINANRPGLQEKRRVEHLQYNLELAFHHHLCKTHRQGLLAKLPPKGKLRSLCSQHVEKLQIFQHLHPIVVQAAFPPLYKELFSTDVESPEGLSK
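ROR gamma transcriptional activity was tracked as Gal4-UAS luciferase output in stably transfected Drosophila Schneider cells, with compound added 1 hr before 700 uM copper sulfate induction and a 20 hr ambient-temperature incubation.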
p53 reactivation: mutant p53 re-activation in reporter cells; H1299 p53-A138V BP100-luciferase reporter, luminescence, 24 h; Potency, µM (titrated, usually from 92.2 µM), without a hit: top-dose activity change, positive = activation, actives largely listed as activators; 320,000 compounds, 0.063% hits; AID 504706; also: % of control where 0% means no effect; nearly all actives have a fitted effect of over 45% in size
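p53-null H1299 cells stably carrying temperature-sensitive p53-A138V and a BP100-luciferase reporter were pinned with compounds (4-point, 1:5 series) and held 24 hrs at 37 deg C. Luminescence was read 10 min after detection reagent.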
* marks the source's active call; other numbers are inactive results; u = inconclusive; x = no result given; [ ] = another dose, or the depositor's remark. Unless noted, calls follow the shape of the dose curve; as a rule, active = well fitted curve in the direction sought with a large enough effect; inconclusive = small, poorly fitted or top-dose-only effect, or another doubt; inactive = no such curve, though single readings can be large; an effect the other way counts as inactive or inconclusive. Potency is read from the fitted curve at half-maximal effect. Not all compounds are listed, so the mix of outcomes need not match the whole.

SMILES	MBNL1 CUG block	BRCA1 expr up	VP16 counter	Rab9 promoter act	uPA surface inh	NPC1 prom act	CXXC DNA block	ELG1 genotoxic	FLuc modulator	RORgamma inh	p53 reactivation
Fc1ccc(/C=N/N2CCN(Cc3ccccc3)CC2)cc1	0%	37%	12%	-1%	-1%	17%	14%	10%	u	0%	u
CC(C)(C)NC(=O)CN(Cc1cccs1)C(=O)CNS(=O)(=O)c1ccccc1	4%	0%	9%	-1%	1%	0%	4%	-7%	4%	-48%	-1%
CCOC(=O)c1c(-c2cccs2)csc1NC(=O)CC(C)C	4%	-15%	-6%	-2%	12%	3%	-2%	3%	-1%	31%	37%
COc1c(C)cc(Br)cc1C(=O)NCc1cccnc1	22%	-33%	-2%	-4%	x	-1%	3%	0%	-1%	-8%	-2%
Cc1cc2oc(C(=O)Nc3cccnc3)c(C)c2cc1C	4%	0%	11%	u	7%	u	16%	13µM*	u	22%	u
CS(=O)(=O)N1CCN(c2ccccc2NC(=O)c2ccc([N+](=O)[O-])o2)CC1	u	-85%	3%	-1%	-12%	-7%	11%	-13%	1%	-32%	10%
CC(C)CCn1c(=O)c2ccccc2c2ccccc2c1=O	-7%	-30%	9%	-2%	-1%	1%	-2%	-1%	3%	23%	-2%
Cc1ccc2c(c1C)NC(=O)C2(O)CC(=O)c1ccc2c(c1)OCO2 (stereo not drawn)	2%	7%	1%	-4%	x	-3%	2%	-6%	9%	36%	-1%
COc1ccccc1NC(=O)Cc1nnc(SCC(=O)NC2CCCC2)n1C	-7%	-11%	6%	2%	2%	1%	-5%	-3%	3%	-3%	-1%
CC1(C)CN(c2ccccc2)N(Cc2ccc(F)cc2)C1=O	-7%	1%	-5%	0%	x	-5%	-18%	-5%	0%	-4%	-1%
COc1ccc(OC)c(C2CC(=O)c3c([nH]c(C(=O)OC(C)C)c3C)C2)c1 (stereo not drawn)	-11%	-46%	-21%	-9%	u	-17%	-8%	19%	-7%	24%	u
CCc1nc(SCC(=O)N2CCN(c3ccccc3)CC2)c2oc3ccccc3c2n1	-8%	-75%	0%	6%	x	0%	2%	3%	u	u	1%
O=C(CN1C(=O)NC2(CCCCC2)C1=O)Nc1ccc(Cl)c(S(=O)(=O)N2CCOCC2)c1	x	-30%	x	-3%	-5%	-1%	x	-2%	4%	x	-12%
COCCCNC(=O)/C(C#N)=C1\N=C(NC(=O)c2cccs2)c2ccccc21	x	-39%	1%	-3%	-4%	0%	-2%	-1%	2%	-3%	3%
O/N=C1\CCc2cc(Cl)ccc21	-13%	-18%	-3%	-6%	13%	8%	2%	-8%	-4%	4%[10 µM]	-8%
Cc1ccc(/C=N/N2CCCCC2)o1	2%	57%	3%	12%	-5%	0%	5%	12%	-18%	-34%	-3%
O=C1NC(=S)N/C1=C/c1cccc([N+](=O)[O-])c1	11%	-2%	9%	12%	-2%	6%	3%	9%	4%	-7%	-1%
CCc1cc2c(CN3CCN(CC)CC3)cc(=O)oc2cc1O	8%	9%	0%	-3%	4%	-1%	12%	-2%	-1%	0%	-5%
O=C(OCc1nnc(-c2ccccc2)o1)c1cc2ccccc2cc1O	8%	-6%	-3%	15%	-5%	-2%	2%	6%	-19%	33%	6%
COc1ccccc1Cn1c(=O)c2ccccc2n2c(SCC(=O)N3CCCCC3)nnc12	-1%	-8%	3%	0%	2%	0%	3%	-2%	-2%	-11%	-9%
Cc1cccc(NC(=S)N2CCC(N(C)CC3CCCO3)CC2)c1 (stereo not drawn)	0%	-18%	-11%	4%	0%	-5%	8%	3%	-1%	-12%	7%
COCC(=O)Nc1ccc(S(=O)(=O)Nc2ccccn2)cc1	-3%	0%	-5%	1%	3%	1%	18%	1%	2%	0%	-1%
O=C(Nc1ccncc1)c1cccc(S(=O)(=O)N2CCc3ccccc32)c1	x	-53%	x	-26%	-7%	-20%	x	2%	0%	x	-11%
O=C(O)Cc1ccc(NC(=O)Nc2cccc(Cl)c2)cc1	-2%	-3%	-6%	3%	2%	-3%	3%	3%	17µM*	-5%	2%
COc1ccc(NC(=O)CSc2nnc(CNC(=O)c3ccco3)n2-c2ccccc2OC)cc1	-4%	-24%	4%	6%	3%	0%	-2%	0%	3%	9%	0%

2 compounds picked at random from those above, as already listed:
SMILES	MBNL1 CUG block	BRCA1 expr up	VP16 counter	Rab9 promoter act	uPA surface inh	NPC1 prom act	CXXC DNA block	ELG1 genotoxic	FLuc modulator	RORgamma inh	p53 reactivation
COCCCNC(=O)/C(C#N)=C1\N=C(NC(=O)c2cccs2)c2ccccc21	x	-39%	1%	-3%	-4%	0%	-2%	-1%	2%	-3%	3%
COc1ccc(NC(=O)CSc2nnc(CNC(=O)c3ccco3)n2-c2ccccc2OC)cc1	-4%	-24%	4%	6%	3%	0%	-2%	0%	3%	9%	0%

The listing continues:
SMILES	MBNL1 CUG block	BRCA1 expr up	VP16 counter	Rab9 promoter act	uPA surface inh	NPC1 prom act	CXXC DNA block	ELG1 genotoxic	FLuc modulator	RORgamma inh	p53 reactivation
Cn1ncc2c(=O)n(/N=C/c3ccccc3)cnc21	x	30%	-13%	1%	8%	9%	9%	u	-18%	30%	23%
COc1ccc(C(=O)NN2CC(O)=C(c3nc4ccccc4n3C)C2=N)cc1OC	-14%	0%	-1%	3%	0%	-4%	12%	0%	5%	-12%	-6%
O=C(Nc1ncccc1O)c1ccc(S(=O)(=O)N2CCCC2)cc1	x	-24%	x	0%	7.9µM*	15%	x	23%	-1%	x	u
CCc1ccccc1NC(=O)C/C(C)=N/NC(=O)COc1ccccc1C	0%	-15%	u	4%	-2%	1%	u	1%	-3%	11µM*	-1%
O=S(=O)(NCC1(N2CCOCC2)CCCCC1)c1ccccc1Cl	x	1%	x	-1%	5%	1%	x	-8%	2%	x	-5%
O=C(CCc1ccccc1)Nc1ccc(N2CCCCC2)cc1	3%	11µM*	28%	21%	-2%	u	-6%	u	u	37%	u
CN1C(=O)Cc2cc(S(=O)(=O)N3CCN(c4cccc(Cl)c4)CC3)ccc21	3%	3%	-6%	1%	1%	-1%	19%	3%	0%	-12%	0%
CC(=O)N1CCc2cc(C(=O)CN3CCN(C(=O)c4ccco4)CC3)ccc21	-5%	0%	9%	-4%	-7%	1%	-10%	2%	0%	u	3%
COC(=O)[C@H]1C[C@@H]1[C@H](NC(=O)[C@H]1C[C@@H]1[C@H](NC(=O)OCc1ccccc1)c1ccccc1)c1ccccc1	-40%	-35%	5%	-4%	-3%	0%	13%	-4%	-4%	-36%	-1%
COc1ccc(OC)c(/C=C/C(=O)Oc2ccc(C(C)=O)cc2)c1	17%	-3%	-13%	3%	1%	-1%	0%	0%	-6%	-8%	3%
CCCOc1cccc(C(=O)N(Cc2ccccc2)C2CCS(=O)(=O)C2)c1 (stereo not drawn)	-4%	-18%	-15%	1%	-3%	-7%	-5%	-4%	0%	31%	0%
COc1cc(NC(=O)c2cccc(Br)c2)nc(OC)n1	-11%	u	-8%	u	1%	u	-6%	9%	u	7%	1%
COc1cccc2cc(C(=O)N3CCN(C(=O)c4ccco4)CC3)c(=O)oc12	-2%	17%	9%	-5%	2%	-1%	-2%	2%	4%	-17%	22%
O=C1CSC(=S)N1c1cccc(Br)c1	-4%	-38%	1%	7%	2%	-7%	1%	-2%	1%	-24%	2%
CCN1CCN(CCCNC(=O)c2ccc3c(Cl)c4c(nc3c2)CCCC4)CC1	u	-26%	7%	-3%	-14%	-2%	3%	6%	1%	-14%	25%

Sorted by the number under p53 reactivation (high to low): 5 from the list above.
| molecule | Rab9 promoter act | uPA surface inh | NPC1 prom act | CXXC DNA block | RORgamma inh | p53 reactivation |
| --- | --- | --- | --- | --- | --- | --- |
| Cn1ncc2c(=O)n(/N=C/c3ccccc3)cnc21 | 1% | 8% | 9% | 9% | 30% | 23% |
| COc1cccc2cc(C(=O)N3CCN(C(=O)c4ccco4)CC3)c(=O)oc12 | -5% | 2% | -1% | -2% | -17% | 22% |
| COc1cc(NC(=O)c2cccc(Br)c2)nc(OC)n1 | u | 1% | u | -6% | 7% | 1% |
| CN1C(=O)Cc2cc(S(=O)(=O)N3CCN(c4cccc(Cl)c4)CC3)ccc21 | 1% | 1% | -1% | 19% | -12% | 0% |
| CCc1ccccc1NC(=O)C/C(C)=N/NC(=O)COc1ccccc1C | 4% | -2% | 1% | u | 11µM* | -1% |
